GC-B act – human GC-B receptor activators, primary screen, HEK293 GC-B cells, cGMP TR-FRET, EC30 CNP; 0% at EC30 CNP, 100% saturating CNP; activation, % at 10 µM; 370,000 tested, 0.11% active; Atrial natriuretic peptide receptor 2 (Homo sapiens), P20594;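 active = activation at 10 µM reaching about 35% in either raw or pattern-adjusted values, limit read from the data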
Target sequence (P20594 whole entry, looked up): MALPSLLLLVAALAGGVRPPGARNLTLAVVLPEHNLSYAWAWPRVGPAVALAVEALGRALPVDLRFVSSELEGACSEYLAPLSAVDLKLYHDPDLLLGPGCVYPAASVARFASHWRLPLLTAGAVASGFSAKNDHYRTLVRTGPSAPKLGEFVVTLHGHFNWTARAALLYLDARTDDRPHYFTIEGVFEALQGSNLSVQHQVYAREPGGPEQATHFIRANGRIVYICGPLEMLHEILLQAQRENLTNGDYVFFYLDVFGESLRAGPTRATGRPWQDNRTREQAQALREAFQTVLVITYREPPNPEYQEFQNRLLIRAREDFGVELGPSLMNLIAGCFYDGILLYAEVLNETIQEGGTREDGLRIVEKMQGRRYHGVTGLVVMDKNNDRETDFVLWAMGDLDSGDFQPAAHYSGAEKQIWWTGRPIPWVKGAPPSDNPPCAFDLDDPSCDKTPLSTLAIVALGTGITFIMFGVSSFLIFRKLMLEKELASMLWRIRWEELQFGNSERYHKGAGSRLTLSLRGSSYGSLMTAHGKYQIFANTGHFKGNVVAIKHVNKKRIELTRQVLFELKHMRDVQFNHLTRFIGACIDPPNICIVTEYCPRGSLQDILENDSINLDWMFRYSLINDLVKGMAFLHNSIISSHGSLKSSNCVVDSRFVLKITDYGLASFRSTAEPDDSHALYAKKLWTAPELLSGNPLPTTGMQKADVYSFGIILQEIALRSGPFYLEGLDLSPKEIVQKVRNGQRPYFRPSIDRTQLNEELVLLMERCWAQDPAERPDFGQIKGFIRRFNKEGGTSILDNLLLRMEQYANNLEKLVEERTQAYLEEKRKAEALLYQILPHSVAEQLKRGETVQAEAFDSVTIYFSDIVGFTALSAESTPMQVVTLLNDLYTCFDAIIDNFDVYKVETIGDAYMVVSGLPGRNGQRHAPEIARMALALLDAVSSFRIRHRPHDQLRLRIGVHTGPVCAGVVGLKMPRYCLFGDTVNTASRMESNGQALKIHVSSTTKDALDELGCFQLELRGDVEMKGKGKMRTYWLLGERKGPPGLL
SMARCA2 activ – SMARCA2 (BRM) function activators, primary screen, cell-based, luminescence, high throughput | activation, % at 9.1 µM | 370,000 tested, 1% active | MG213 cells, MMTV-luciferase reporter, dexamethasone, overnight | AID 652017, 2013; in the data active = activation above about 7.8%;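 note: 0% = vehicle wells and 100% = reference activator wells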
HGIII-sPLA2 inh – human group III sPLA2 inhibitors, primary screen, biochemical, QFRET, BODIPY PC-A2 liposome substrate; Group 3 secretory phospholipase A2 (Homo sapiens), Q9NZ20; QFRET BODIPY PC-A2 liposome hydrolysis, fluorescence; inhibition, % at 12.2 µM; 370,000 tested, 0.56% active;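 active = inhibition above mean plus 3 SD of compounds lying within the high and low control bounds, cut at about 19% in these data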;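 note: 0% = median of test compound wells and 100% = no enzyme DMSO wells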
hcDAF-12 act – H. contortus DAF-12 nuclear receptor activators, primary screen, cell-based, luminescence, HEK293, lit1-tk-luc reporter. HEK293 hcDAF-12 lit1-tk-luc reporter; 0% DMSO, 100% Δ7-dafachronic acid. activation, % at 6.8 µM. 370,000 tested, 1.4% active;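 active = activation above the mean of all tested compounds plus 3 SD, cut at about 5.5% in these data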;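 note: 100% = response to 3 µM Δ7-dafachronic acid high control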
ADAM10 inh – human ADAM10 inhibitors, primary screen, biochemical, QFRET, HTS | AID 720582, 2013 | inhibition, % at 7 µM | recombinant ADAM10, EDANS/DABCYL FRET peptide cleavage, 3 h | Disintegrin and metalloproteinase domain-containing protein 10 (Homo sapiens), O14672 | 370,000 tested, 0.62% active;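 active = inhibition above a per-campaign cutoff equal to the mean of compounds falling between control-based bounds plus 3 SD, cut at about 20% in these data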;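 note: 0% = DMSO wells while the 100% control is not disclosed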
DAX1 inh-1 – DAX1 (NR0B1) inhibitors on StAR promoter, primary screen, cell-based, luminescence, SF-1 (NR5A1), full-length DAX-1; HEK293T StAR-luciferase reporter, SF-1/DAX-1 repression relief; inhibition, % at 6.8 µM; 370,000 tested, 1.1% active; AID 652010, 2013;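 active = inhibition above the mean over all tested compounds plus 3 SD, cut at about 3.6% in these data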;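 note: 0% = DAX-1 cells with DMSO and 100% = cells lacking DAX-1 with DMSO; higher inhibition means more luminescence from relief of DAX-1 repression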
DAX1 inh-2 – DAX1 (NR0B1) inhibitors, primary screen, cell-based, HEK293, Gal4-DAX1, luciferase luminescence; Nuclear receptor subfamily 0 group B member 1 (Homo sapiens), P51843; AID 504766, 2011; HEK293 Gal4-DAX1 luciferase reporter; 340,000 tested, 0.99% active; inhibition, % at 6.75 µM;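 active = inhibition above the mean over all tested compounds plus 3 SD, cut at about 4.2% in these data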;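 note: 0% = DAX1-transfected cells with DMSO and 100% = empty-vector control cells with DMSO; inhibition shows as a rise in luminescence from relieved DAX1 repression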
ssDAF-12 act – S. stercoralis DAF-12 nuclear receptor activators, primary screen, cell-based, luminescence, HEK293, GRIP1 co-expression, lit1-tk-luc; HEK293 ssDAF-12/GRIP1 lit1-tk-luc reporter; % of 3 µM dafachronic acid response; activation, % at 6.8 µM; 370,000 tested, 1% active; Nuclear hormone receptor DAF-12 (Strongyloides stercoralis); AID 652126, 2013;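 active = activation above the mean over all tested compounds plus 3 SD, cut at about 0.9% in these data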;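 note: 0% = DMSO-only wells and 100% = 3 µM delta7-dafachronic acid wells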
hgDAF-12 ag – H. glycines DAF-12 receptor agonists, primary screen, cell-based, luminescence, HEK293, GAL4 fusion, UAS-luciferase; Nuclear hormone receptor DAF-12 (Heterodera glycines), GAL4 fusion; HEK293 GAL4-hgDAF12 UAS-luciferase reporter, agonist luminescence; normalized to butyrate control; activation, % at 6.8 µM; 370,000 tested, 1.8% active; AID 687014, 2013;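 active = activation above a cutoff set at the mean of all screened compounds plus 3 SD, cut at about 10% in these data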;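 note: 0% = DMSO wells and 100% = sodium butyrate wells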
FXN GAA850 act – FXN promoter activators, primary screen, cell-based, luciferase luminescence, HEK293 lucGAA850; HEK293 lucGAA850 FXN promoter luciferase reporter, 24 h; percent of 10 µM SAHA response; activation, % at 6 µM; 360,000 tested, 0.56% active; AID 540364, 2011;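 active = activation above the average of all compounds screened plus 3 SD, cutoff fixed separately per campaign, cut at about 7.5% in these data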;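 note: 0% = DMSO wells and 100% = 10 µM SAHA wells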
NPR1 activator – GC-A stimulated cGMP production enhancers – HEK293 GC-A cells, cGMP TR-FRET, EC30 ANP, primary screen. activation, % at 10 µM. Atrial natriuretic peptide receptor 1 (Homo sapiens), P16066. 0% at EC30 ANP, 100% saturating ANP. 370,000 tested, 0.14% active. AID 1671463, 2021; in the data active = activation above about 40%
* marks the source's active call; other numbers are inactive results; . = no result given; & = joins results of further samples; ! = not active in a repeat.

SMILES	GC-B act	SMARCA2 activ	HGIII-sPLA2 inh	hcDAF-12 act	ADAM10 inh	DAX1 inh-1	DAX1 inh-2	ssDAF-12 act	hgDAF-12 ag	FXN GAA850 act	NPR1 activator
O=C(NCCc1ccccc1F)C1CC(=O)N(c2ccccc2)C1 (stereo not given)	0	2	-5	0.9	1	1.1	0.6	-1.1	0.3	0.1	-1
O=S1(=O)c2ccc(N3CCCC3)cc2Oc2ccccc2CN1Cc1cn(Cc2cccc(F)c2)nn1	4	-3	-1	0.0	-2	-1.5	.	-1.1	-6.6	.	1
Cn1c(SCC#N)nnc1-c1cnccn1	6	-1	0	-0.1	-4	-0.3	-0.7	-1.9	0.5	-1.3	0
Cc1ccc(Nc2cc(Cl)nc(N)n2)c([N+](=O)[O-])c1	-2	-3	8	0.2	-2	-1.2	1.0	-1.2	-1.5	3.6	-5
COc1ccc(OC)c(NS(=O)(=O)c2ccc(Cl)nc2)c1	-4	-2	7	1.1	-6	0.8	-0.7	-1.0	-1.0	0.4	0
O=C(c1ccc2c(c1)OCO2)N1CCNc2ccccc2C1	1	-3	11	-1.0	4	-1.4	-1.2	-1.0	0.2	1.1	2
Cc1c(C(=O)N(CCc2ccccc2)Cc2ccccc2)cccc1[N+](=O)[O-]	-1	-1	5	-0.3	-2	-1.4	0.7	-1.7	-1.3	0.0	3
COc1cc(N/C(=N/S(=O)(=O)c2ccccc2)c2ccccc2)ncn1	0	2	1	1.0	-9	2.7	2.6	0.3	7.2	2.5	-1
Oc1ccccc1-c1nc(NCC2CCCO2)c2ccccc2n1 (stereo not given)	-3	-3	-19	3.2	5	-1.8	-0.6	-0.7	1.6	-0.9	6
COc1ccc(CNC(=O)CSc2nnc3c(n2)[nH]c2ccc(F)cc23)cc1	2	1	-1	-0.8	2	0.1	-0.6	-0.7	-0.5	0.6	-4
CC(C)c1ccc(CN(C(=O)c2ccco2)C2CCS(=O)(=O)C2)cc1 (stereo not given)	2	-2	-3	-2.6	0	1.1	0.9	-1.8	-1.5	0.7	7
CC(C)(C)c1ccc(-c2nnc(SCc3cccc4ccccc34)n2Cc2ccco2)cc1	20	-7	-1	-2.4	14	-0.3	.	-0.9	1.4	.	-4
COc1ccc(S(=O)(=O)N(NC2=NS(=O)(=O)c3ccccc32)C(=O)C(C)C)cc1	-2	-3	-18	-1.0	4	0.4	0.2	-1.1	-0.6	-1.9	3
O=C(COC(=O)c1ccncc1)Nc1cccc(Cl)c1	-4	0	4	2.5	-10	-0.1	1.1	-0.2	-0.1	2.8	-5
CN(C)CC(=O)N[C@H]1C[C@@H]2O[C@H](CO)CC[C@@H]2O[C@@H]1CCc1ccc(-c2ccc(F)cc2)cc1	-5	2	4	-0.6	-5	-0.5	.	-0.5	0.6	.	8
O=C(CCCNS(=O)(=O)c1cccc2nsnc12)NCc1ccccc1	1	-3	2	-0.7	2	-0.4	-0.2	-0.4	1.8	0.4	-3
COc1cc(NC(=O)Cn2nnc(-c3ccccc3N)n2)cc(OC)c1	-5	-3	-41	-1.5	18	-0.5	1.1	-1.5	1.1	-2.0	-2
COC(=O)c1ccc(NC(=O)C2CC(=O)N(c3cc(C)ccc3C)C2)cc1 (stereo not given)	-7	0	-14	-2.5	0	-0.1	-0.2	-1.4	-1.8	2.5	1
CCn1c(C)cc(/C=C2\NC(=O)N(CC(=O)Nc3ccc(F)cc3)C2=O)c1C	2	-2	-1	-1.2	-1	-0.7	-0.2	-1.8	-0.2	-0.6	1
CC1CCC(NC(=O)C2c3ccccc3C(=O)N2Cc2ccc3c(c2)OCO3)CC1 (stereo not given)	0	-4	-4	-1.1	-11	0.3	-0.6	-1.8	0.1	1.4	-3
O=[N+]([O-])c1ccccc1NCc1ccc(Cl)cc1	-12	-1	0	-1.6	8	-0.4	.	-1.3	6.5	.	1
CN(Cc1ccco1)S(=O)(=O)c1nnc(NC(=O)c2ccc(F)cc2)s1	2	-3	-17	0.3	0	-0.3	-0.1	-1.3	3.4	0.9	-1
Cc1ccc(-c2nc3ccc(C)cn3c2Cc2ccsc2)cc1	7	4	1	5.5	-108	11*	.	0.1	17*	.	6
COc1cccc(CN(C)C(=O)Cn2cc(C)c(=O)[nH]c2=O)c1	2	-2	7	-0.7	-3	0.4	0.9	-1.1	-0.9	-0.7	-2
Cc1cc(NC(=O)CN2C(=O)NC(C)(c3ccccc3)C2=O)no1 (stereo not given)	-3	-1	-5	-1.1	4	0.2	1.2	-1.0	-2.3	1.3	2
O=C(Nc1c2c(nn1-c1ccccc1)CS(=O)C2)c1ccc2c(c1)OCO2 (stereo not given)	-1	0	0	0.1	-2	-0.2	0.9	0.2	1.5	1.0	1
COc1ccc(N(CC(=O)Nc2ccc(C)c(C)c2)S(=O)(=O)c2c(C)noc2C)cc1	4	-1	-3	-0.2	3	-0.5	-0.4	-1.6	0.7	-3.0	0
CN1C=CC=C/C1=C1\SC(=S)N(c2ccccc2)C1=O	-1	5	4	-1.9	-1	-0.5	0.7	-1.1	0.0	1.5	-9
CCOCCn1c(CCCO)nc2ccccc21	1	-1	4	-1.7	4	0.5	0.7	-1.3	-0.4	1.2	3
Cn1c(SCc2ccccc2Cl)nnc1-c1cnccn1	-4	6	3	1.1	1	1.8	0.9	0.0	3.4	3.7	3
Cc1cccc(NC(=S)Nc2cccc(C)n2)n1	4	4	10	-2.0	1	-0.3	-1.0	-1.1	0.7	3.8	-4
CCOC(=O)c1c(NC(=O)c2nn(CC)cc2Br)c(C#N)nn1-c1ccccc1	0	-3	-4	-1.4	-8	-0.3	-0.3	-1.8	-3.3	-3.3	-2
CC(C)(C)OC(=O)N1CCN(c2ccc(CNC(=O)c3ccc(Cl)cc3)cc2)CC1	-1	-6	-23	-3.9	4	-3.0	-2.8	-2.3	-7.6	-2.4	-1
C(=C\c1nc(-c2ccncc2)no1)/c1ccccc1	-3	8.1*	0	5.3	9	2.3	1.9	-0.4	10	3.0	0
CCOC(=O)C(CCCP(=O)(c1ccccc1)c1ccccc1)(NC(C)=O)C(=O)OCC	3	-5	7	-0.1	5	-0.2	-0.3	-0.7	-0.8	1.2	3
COc1cc(C2C(C(=O)c3ccco3)=C(O)C(=O)N2c2cc(C)on2)cc(Br)c1O (stereo not given)	5	-3	-6	-2.4	3	-0.2	0.7	-0.6	0.3	1.0	1
COc1cc(CNCCc2ccc(S(N)(=O)=O)cc2)ccc1OCC(=O)NC(C)(C)C	0	-3	4	0.2	-1	-0.3	-0.3	-1.7	1.0	1.4	0
Cc1ccc(-c2nnc(NC(=O)c3ccco3)s2)cc1	-4	9.2*	-2	1.8	-5	0.4	1.3	-0.5	6.4	3.1	1
O=S(=O)(/N=C(/Nc1cc(N2CCOCC2)ncn1)c1ccc(F)cc1)c1ccccc1	1&0	-3&-1	20*!	-0.3&-0.6	-16&-7	-1.0&0.3	0.2&-0.4	-0.9&-1.4	-0.7&0.6	-0.7&4.6	-1&0
COCCNc1ncnc2c1ncn2[C@H]1CN(CCN2CCOCC2)C[C@@H](CO)O1	1	0	4	-1.4	0	0.3	.	-1.7	-0.7	0.6	1
Cc1ccc(N(C)S(=O)(=O)c2cc3c(cc2C)NC(=O)CO3)cc1	5	-3	0	-0.2	-9	-0.4	0.2	-1.2	-1.8	-0.8	-1
O=S(=O)(NCc1csc(-c2cccnc2)n1)c1ccc(Br)cc1	0	-2	4	-0.1	-3	2.6	0.7	-1.1	-3.0	-0.6	-2
CCN(C(=O)COC(=O)CCOc1cc(C)ccc1C)c1c(N)n(Cc2ccccc2)c(=O)[nH]c1=O	1	-3	3	-0.5	-15	-1.9	0.8	-1.2	1.0	-0.7	-3
COc1ccccc1C(=O)NC1CCCCN(Cc2ccccc2C)C1=O (stereo not given)	-6	-2	3	-3.1	-1	-1.1	.	-1.6	-5.8	.	4

In the list so far, 7 have fluorine.
SMILES	GC-B act	SMARCA2 activ	HGIII-sPLA2 inh	hcDAF-12 act	ADAM10 inh	DAX1 inh-1	DAX1 inh-2	ssDAF-12 act	hgDAF-12 ag	FXN GAA850 act	NPR1 activator
O=C(NCCc1ccccc1F)C1CC(=O)N(c2ccccc2)C1 (stereo not given)	0	2	-5	0.9	1	1.1	0.6	-1.1	0.3	0.1	-1
O=S1(=O)c2ccc(N3CCCC3)cc2Oc2ccccc2CN1Cc1cn(Cc2cccc(F)c2)nn1	4	-3	-1	0.0	-2	-1.5	.	-1.1	-6.6	.	1
COc1ccc(CNC(=O)CSc2nnc3c(n2)[nH]c2ccc(F)cc23)cc1	2	1	-1	-0.8	2	0.1	-0.6	-0.7	-0.5	0.6	-4
CN(C)CC(=O)N[C@H]1C[C@@H]2O[C@H](CO)CC[C@@H]2O[C@@H]1CCc1ccc(-c2ccc(F)cc2)cc1	-5	2	4	-0.6	-5	-0.5	.	-0.5	0.6	.	8
CCn1c(C)cc(/C=C2\NC(=O)N(CC(=O)Nc3ccc(F)cc3)C2=O)c1C	2	-2	-1	-1.2	-1	-0.7	-0.2	-1.8	-0.2	-0.6	1
CN(Cc1ccco1)S(=O)(=O)c1nnc(NC(=O)c2ccc(F)cc2)s1	2	-3	-17	0.3	0	-0.3	-0.1	-1.3	3.4	0.9	-1
O=S(=O)(/N=C(/Nc1cc(N2CCOCC2)ncn1)c1ccc(F)cc1)c1ccccc1	1&0	-3&-1	20*!	-0.3&-0.6	-16&-7	-1.0&0.3	0.2&-0.4	-0.9&-1.4	-0.7&0.6	-0.7&4.6	-1&0

High-throughput results as filed in PubChem.
